# MC4R antagonist = MC4R antagonists of cAMP signaling, primary screen, cell-based, TR-FRET, antagonist arm of biased-ligand search; MC4R-expressing cells, MTII-stimulated cAMP, LANCE TR-FRET; inhibition, % at 6.5 µM; 360,000 compounds, 0.48% hits;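 active means inhibition above its plate's cutoff, the mean of tested wells on that plate plus 3 SD, cut at about 29% in these data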;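 further: 0% = Melanotan II alone and 100% = Melanotan II plus saturating MCL0020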
# Target sequence (P32245 whole entry, looked up): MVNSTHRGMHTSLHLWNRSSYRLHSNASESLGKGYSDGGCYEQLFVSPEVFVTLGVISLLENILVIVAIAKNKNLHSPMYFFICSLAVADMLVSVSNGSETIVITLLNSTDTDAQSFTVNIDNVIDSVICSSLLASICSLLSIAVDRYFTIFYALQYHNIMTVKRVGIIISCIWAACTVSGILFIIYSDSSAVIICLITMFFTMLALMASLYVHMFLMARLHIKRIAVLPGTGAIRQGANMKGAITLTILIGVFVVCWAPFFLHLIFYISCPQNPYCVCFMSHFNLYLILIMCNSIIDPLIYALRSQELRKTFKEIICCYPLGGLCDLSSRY
#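 System – human MC4R-expressing U2OS cells · Also added – Melanotan II · Dosing – one concentration, 6.5 µM nominal · Timing – 30-min compound, 1-h challenge, 1-h detection, room temperature · Measured by – Eu-cAMP/anti-cAMP TR-FRET, emission 671 nm · Replicates – singlicate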
# Cardio protect = cardioprotection against H2O2-induced cell death, primary screen, uHTS, H9c2 cells, ATPLite luminescence | AID 588492, 2011 | H9c2 cardiomyocytes, H2O2 injury protection, 2 h | protection from H2O2 cell death, % at 20 µM | 360,000 compounds, 0.63% hits;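 active means compounds giving at least 50% protection of heart cells from peroxide-induced death in the single-dose screen, raw or plate-pattern-corrected value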;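 further: 0% = DMSO wells with peroxide and 100% = DMSO wells without peroxide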
# Granule exo inh = LAMP-1 surface exposure blockers, TALL-104 cells – cell-based, flow cytometry, MLPCN library, primary screen. TALL-104 LAMP-1 surface exposure; cells stimulated with thapsigargin and PMA. inhibition, % at 10 µM. 360,000 compounds, 0.66% hits. AID 651702, 2012;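 active means inhibition above about 55%, limit read from the data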
# MC4R barr agon = MC4R agonists recruiting beta-arrestin, primary screen, cell-based, luminescence, agonist arm of biased-ligand search. Melanocortin receptor 4 (Homo sapiens), P32245. U2OS MC4R beta-arrestin complementation; percent of melanotan II response, DMSO zero. activation, % at 8.9 µM. 360,000 compounds, 0.98% hits. AID 540308, 2011;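 active means activation above a per-plate cutoff, the mean activation of sample wells on that plate plus 3 SD, cut at about 8% in these data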
# m5-HT2A agonist = mouse Htr2a agonists via beta-arrestin recruitment, primary screen, cell-based, luminescence; 5-hydroxytryptamine receptor 2A (Mus musculus), P35363; AID 624169, 2012; activation, % at 7.6 µM; CHO-K1 mHTR2A beta-arrestin complementation; percent of 30 µM serotonin response; 360,000 compounds, 0.66% hits;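 active means activation above a run cutoff, the mean activation of all tested compounds plus 3 SD, cut at about 14% in these data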;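 further: 0% = plate median of compound wells and 100% = 30 µM serotonin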
# Target sequence (P35363 whole entry, looked up): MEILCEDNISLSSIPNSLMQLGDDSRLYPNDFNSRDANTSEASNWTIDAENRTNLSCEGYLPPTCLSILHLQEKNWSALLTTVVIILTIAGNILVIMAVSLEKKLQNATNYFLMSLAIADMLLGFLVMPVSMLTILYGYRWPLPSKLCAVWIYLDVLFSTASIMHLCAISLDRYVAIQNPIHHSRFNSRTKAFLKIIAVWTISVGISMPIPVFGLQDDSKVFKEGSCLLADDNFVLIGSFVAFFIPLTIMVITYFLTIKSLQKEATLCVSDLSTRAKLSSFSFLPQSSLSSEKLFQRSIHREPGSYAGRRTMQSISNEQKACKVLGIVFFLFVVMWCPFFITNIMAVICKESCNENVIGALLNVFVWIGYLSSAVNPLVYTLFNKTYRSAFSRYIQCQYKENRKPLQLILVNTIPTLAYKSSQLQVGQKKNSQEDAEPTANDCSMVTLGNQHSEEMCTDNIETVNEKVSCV
# N-glyco inh = increase of ERlucT glycosylation luciferase signal, primary screen, N-linked glycosylation inhibitor project, D54 ERlucT cells, luminescence, set 2; reporter increase, % at 12.5 µM; D54 ERlucT glycosylation luciferase reporter, 24 h; percent of 100 nM tunicamycin response; 360,000 compounds, 0.23% hits; AID 588692, 2011;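 active means mean luciferase reporter signal, scaled so untreated is 0 and the glycosylation-blocking control 100, at or above a set limit in every replicate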;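 further: luciferase carries N-glycosylation sites so blocking glycosylation raises the light; 0% = median of neutral control wells and 100% = median of 100 nM tunicamycin wells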
# ABHD5-PLIN5 inh = ABHD5-PLIN5 interaction inhibitors, primary screen, cell lysate, split luciferase complementation, luminescence | Perilipin-5 (Homo sapiens) + 1-acylglycerol-3-phosphate O-acyltransferase ABHD5 (Homo … | AID 602281, 2012 | Split G. princeps luciferase complementation, 4 h | inhibition, % at 4 µM | 360,000 compounds, 0.78% hits;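 active means inhibition above the mean inhibition across every tested compound plus 3 SD, cut at about 22% in these data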;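 further: 0% = DMSO only wells and the 100% control is not disclosed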
# aDG glyco act = activators of alpha-DG glycosylation, primary screen, uHTS, Pro5-aDG cells, AlphaScreen; alpha-DG glycosylation AlphaScreen (IIH6); 0% Pro5, 100% B10-LARGE cell signal; activation, % at 10 µM; 360,000 compounds, 0.22% hits;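 active means activation of at least 8% versus controls, or a plate z-score of at least 8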;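 further: Pro5 are CHO cells carrying HIG-tagged alpha-DG that lacks glycosylation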
# iPSC survival up = enhancers of single-cell hiPSC survival, primary screen, ATPlite luminescence; 100% = ROCK inhibitor wells, 0% = DMSO; 360,000 compounds, 0.044% hits; survival enhancement, % at 20 µM; in the data active means survival enhancement above about 18%;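 further: cells exposed to compounds for 16 hours before the ATP read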
# ABCB6 inh MLPCN = ABCB6 transporter inhibitors, primary screen, K562-ABCB6 cells, flow cytometry, MLPCN library | K562-ABCB6 porphyrin accumulation, 1 h; active compounds read low | fluorescence ratio to DMSO, % at 10 µM | 360,000 compounds, 0.19% hits;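 active means fluorescence ratio to DMSO below 75%, the collection mean minus 3 SD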;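 further: signal is porphyrin accumulated inside mitochondria; 100% equals median channel fluorescence of DMSO control wells; lower ratio means ABCB6 inhibition with less porphyrin fluorescence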
# * hit, by the source's call; / = no result given.
# Values run as follows: iPSC survival up	N-glyco inh	m5-HT2A agonist	MC4R antagonist	ABHD5-PLIN5 inh	MC4R barr agon	Granule exo inh	aDG glyco act	Cardio protect	ABCB6 inh MLPCN
> O=S(=O)(Nc1nc2ccccc2nc1NCC1CCCO1)c1cc(Cl)ccc1Cl (stereo not drawn)
→ -0.5	0.4	4.2	4.9	2.0	-2.9	6.8	-0.1	-14.0	95.0
> O=C(CN(C(=O)CNC(=O)c1cccs1)c1ccccc1)NC1CCCCC1
→ 0.7	-1.4	5.2	-5.1	-2.8	-1.6	6.5	0.0	3.6	96.0
> COc1cc(C#Cc2c(-c3cncn3C)n(C)c3ccc(-c4cnc(OC)nc4)cc23)cc(OC)c1
→ -1.1	-5.1	-0.8	10.0	22.0	-0.5	5.3	4.4	19.7	94.0
> COc1ccccc1CN(C)S(=O)(=O)c1cccs1
→ -0.4	2.5	-6.9	2.4	5.3	-1.6	15.4	0.0	5.6	98.0
> COc1ccc(-c2cc3ccc(F)cc3cn2)cc1
→ -2.1	-13.5	-4.9	2.4	3.9	1.0	-3.9	0.9	-9.8	93.0
> CC1CN(Cc2nc3c(c(=O)[nH]c(=O)n3C)n2CCCc2ccccc2)CC(C)O1 (stereo not drawn)
→ 1.5	1.8	0.5	18.7	-1.5	2.8	8.4	0.4	5.6	96.0
> Cc1ccccc1N1CCN(C2CCCN(C(=O)CSc3ccccn3)C2)CC1 (stereo not drawn)
→ -2.4	-0.9	-5.8	2.3	-1.9	-1.0	-3.9	1.4	4.3	99.0
> O=C(O)C1CCCCC1C(=O)NCCc1ccc(Cl)cc1 (stereo not drawn)
→ 3.5	0.8	6.8	6.9	-0.2	-0.8	16.0	0.3	-5.9	97.0
> COc1cc(C(=O)N2CCCCCCC2)ccc1OC1CCN(C(C)=O)CC1
→ 0.6	1.6	0.7	5.8	-1.1	-1.7	-15.7	0.2	-2.4	97.0
> COCc1cc(C)nc(SCC(=O)NCc2ccco2)c1C#N
→ 2.4	-0.8	2.2	2.8	-1.9	-0.1	-3.2	0.0	2.5	95.0
> CCCNC(=O)C1(C)CCCN(C(=O)c2cccc(OC(F)(F)F)c2)C1 (stereo not drawn)
→ -0.5	0.0	0.4	13.1	3.5	0.1	-8.4	-0.1	-1.7	98.0
> Cc1nnc(Nc2ccccc2)n(N)c1=O
→ -1.5	2.2	3.7	1.6	-3.2	-0.3	-1.3	0.2	3.4	101.0
> COc1ccc(S(=O)(=O)N2CCOCC2)cc1C(=O)Nc1ccon1
→ -0.4	-0.9	-4.4	-3.0	4.8	0.7	35.5	-0.3	0.2	92.0
> Cc1ccccc1Nc1nc(=O)c2cc([N+](=O)[O-])ccc2s1
→ -1.5	1.6	-2.8	1.4	2.9	-2.9	-2.0	-0.2	-3.1	100.0
> CCOC(=O)C1=C(COC(=O)/C=C/c2ccc(Cl)cc2)NC(=O)NC1C (stereo not drawn)
→ -0.6	-0.5	1.8	3.3	1.0	2.6	0.7	0.4	15.5	104.0
> CS(=O)(=O)c1ccc(Nc2nc(C(N)Cc3ccc(Cl)cc3)cs2)cc1 (stereo not drawn)
→ 0.8	-1.7	-4.7	13.6	5.0	0.6	2.4	24.4*	-7.0	99.0
> CCCCCCc1cc2cc(S(=O)(=O)c3ccc(C)cc3)c(=O)oc2cc1O
→ -1.2	-0.1	-1.4	4.5	-11.1	22.0*	-7.0	0.1	-9.2	102.0
> CCc1ccc(C2N(c3ccc(OC)cc3)C(=O)C3CCCN32)cc1 (stereo not drawn)
→ -2.7	-0.5	0.4	6.5	2.5	-1.4	2.4	-0.2	-0.9	105.0
> COC(=O)C1CCN(C(=O)CCCOc2ccccc2)CC1
→ -0.4	0.2	4.0	6.7	-6.7	-3.2	-0.3	0.2	6.7	98.0
> COC(=O)c1cc(NC(=O)c2cccc([N+](=O)[O-])c2C)ccc1Cl
→ -0.7	2.4	5.2	-1.4	0.5	1.5	-1.3	0.1	0.0	94.0
> N#Cc1ccccc1OCc1cn(CC(=O)c2ccc(O)cc2)nn1
→ 0.6	2.1	0.7	0.7	30.6*	-1.7	-4.9	0.0	9.5	97.0
> Cc1cccc(C)c1NC(=O)C1(C)CN(S(C)(=O)=O)CC(=O)N1C1CC1 (stereo not drawn)
→ /	/	-2.8	/	8.4	/	-5.3	0.1	/	/
> COc1cc(SC)ccc1C(=O)NC1CCCc2ccccc21 (stereo not drawn)
→ -0.5	1.9	-4.9	6.8	-9.9	1.5	-0.4	-0.1	-1.6	91.0
> CCc1ccc(CCC(=O)Nc2ccc(C(=O)O)cc2)o1
→ 0.0	1.3	4.5	2.5	12.6	-1.2	0.8	-0.3	-2.4	91.0
> O=C1NC(=O)/C(=C\c2ccc(OCc3cccc([N+](=O)[O-])c3)cc2)N1
→ -0.7	-1.2	-3.4	5.1	7.3	-1.2	1.0	1.3	-2.8	96.0
> COC(=O)c1ccc(NC(=O)CCN2C(=O)CSC2=O)cc1
→ -2.2	1.6	-0.3	0.4	-2.5	0.0	0.3	0.1	0.2	100.0
> O=C(Nc1cccc(C(=O)N2CCCC2)c1)C1CC1
→ -1.1	1.9	5.5	6.3	4.9	1.4	-3.1	-0.3	2.6	95.0
> CCOC(=O)CSc1nnc(Cn2nnc(-c3ccccc3)n2)n1CC
→ 0.8	-1.2	8.9	13.8	4.7	-0.1	1.0	0.0	-1.5	96.0
> Cc1ccc(CNC(=O)c2sc3nc4c(c(C(F)(F)F)c3c2N)CCC4)cc1
→ 1.8	0.4	0.9	4.4	0.2	-2.1	-0.3	0.2	-13.2	102.0
> COc1ccccc1C(=O)NC(=S)NC12CC3CC(CC(C3)C1)C2
→ -0.5	-1.5	-4.9	-5.3	-6.9	-2.6	-2.0	-0.1	-0.5	96.0
> CCCCc1ccc(/C=C2\C(=O)ON=C2c2ccccc2)s1
→ -1.3	1.6	1.2	4.9	1.9	-2.4	-2.2	0.1	7.9	248.0
> COc1ccc(/C=C2/N=C(SC3CCOC3=O)N(c3cccc(OC)c3)C2=O)cc1 (stereo not drawn)
→ 0.9	0.8	-1.8	-3.0	7.0	3.0	-8.8	0.6	-6.2	88.0
> CC(C)c1nn2c(=O)cc(O)nc2s1
→ 1.3	2.0	3.2	-0.7	-6.7	-1.2	7.8	-0.1	2.4	95.0
> COc1ccc(Br)cc1/C=N/NC(=O)Cn1nnnc1N
→ 0.5	5.3	-5.3	1.9	-6.6	1.7	3.7	0.0	4.0	99.0
> CC(C)C(=O)N1CCN(CCN2C(=O)c3cccc4cccc(c34)C2=O)CC1
→ -0.7	2.5	0.4	6.2	6.9	-0.8	0.2	0.0	6.6	99.0
> CC(=O)c1ccc(S(=O)(=O)NCCC(=O)NCCc2c[nH]c3ccccc23)cc1
→ -0.1	0.2	-1.7	-2.8	-2.7	-1.0	-0.6	-0.2	-11.6	93.0
> COc1ccc(C(=O)N(C)CCCC2CCCC2)cc1OC1CCN(C(C)=O)CC1
→ 0.4	-1.1	-5.1	7.1	-0.2	-3.6	-0.4	-0.1	0.6	96.0
> CCCCC(=O)Nc1c2c(nn1-c1ccc(C)cc1)CS(=O)(=O)C2
→ 0.9	2.8	-0.2	12.2	7.6	0.0	-9.0	-0.1	1.7	99.0
> Cc1ccc2c(c1)C1CN(C)CCC1N2C(=O)c1cccc(S(=O)(=O)N2CC(C)CC(C)C2)c1 (stereo not drawn)
→ -0.5	0.2	2.3	5.9	3.6	0.0	6.0	0.3	15.9	99.0
> CC(Oc1ccc(Cl)cc1Cl)C(=O)NNC(=O)C(=O)N1CCCCC1 (stereo not drawn)
→ 0.9	-0.2	3.6	0.8	0.1	-2.2	-4.3	-0.1	7.8	98.0
> O=C(O)/C=C/c1cn(-c2ccccc2)nc1-c1cc2ccccc2o1
→ -0.6	-0.2	5.6	20.1	-3.4	3.6	2.4	0.2	10.3	100.0
> O=c1[nH]c(C2CCN(S(=O)(=O)c3ccccc3)CC2)nc2c1nnn2Cc1ccccc1
→ -0.7	1.8	0.3	24.7	2.0	-2.3	-1.3	-0.1	2.1	107.0
> O=C(Nc1ccc(-n2cnnn2)cc1)c1cc(S(=O)(=O)N2CCCC2)ccc1Cl
→ 0.6	-4.6	-0.1	-1.9	0.0	-1.6	2.8	0.3	-5.8	94.0
> Cc1nn(-c2ccccc2)c(Cl)c1/C=N/NC(=O)c1nn(C)cc1[N+](=O)[O-]
→ -0.5	1.9	2.9	-5.2	1.0	-2.9	6.3	0.3	4.1	100.0
> O=C(O)CCCNC(=O)CCCn1nnc2ccccc2c1=O
→ 0.0	0.0	-2.4	-2.4	-0.2	1.6	-1.9	0.0	1.8	102.0
> O=C(CCl)N1c2ccccc2CCc2ccccc21
→ -0.5	12.8	-2.2	10.2	3.5	5.3	5.2	0.2	-0.2	406.0
> COc1cccc(C(=O)Nc2nnc(S(=O)(=O)N3CCCC3)s2)c1
→ -0.1	-0.4	0.5	8.6	0.8	-1.3	-5.9	-0.2	8.6	105.0
> O=C(CNC(=O)c1ccccc1F)N/N=C/c1cccs1
→ -0.5	0.0	0.2	5.4	8.0	-0.6	-6.9	0.0	-3.2	98.0
> COc1cccc(-c2sc3ccc(OC)cc3c2-c2ccc(OC)cc2F)c1
→ 0.2	-0.6	5.0	1.8	-9.8	-0.5	-6.0	-0.2	-11.3	99.0
> CCN(CC)CC(O)c1ccc2ccc3ccc(O)cc3c2c1 (stereo not drawn)
→ -2.5	1.8	1.0	0.3	11.4	-1.5	4.9	1.0	-5.0	97.0
> CCN(Cc1ccc2c(c1)OCO2)C(=O)/C=C/c1cccc(Br)c1
→ -0.5	-1.5	-1.5	21.7	2.4	1.6	19.2	0.1	-3.3	96.0
> COC(=O)[C@H](Cc1ccccc1)NC(=O)C1(OC(C)=O)CC(OC(C)=O)C(OC(C)=O)C(OC(C)=O)C1 (stereo partly drawn)
→ 0.5	1.1	-1.1	2.7	-11.3	-0.7	-8.6	-0.1	-6.2	96.0
> CCCCCOc1ccc(CN2CCOCC2)cc1Cl
→ 2.0	-7.1	6.5	1.9	-3.5	5.3	-0.8	0.2	-12.6	94.0

# Fetched by compound from the list above (2):
# Values run as follows: iPSC survival up	N-glyco inh	m5-HT2A agonist	MC4R antagonist	ABHD5-PLIN5 inh	MC4R barr agon	Granule exo inh	aDG glyco act	Cardio protect	ABCB6 inh MLPCN
> CCN(Cc1ccc2c(c1)OCO2)C(=O)/C=C/c1cccc(Br)c1
→ -0.5	-1.5	-1.5	21.7	2.4	1.6	19.2	0.1	-3.3	96.0
> CCCCC(=O)Nc1c2c(nn1-c1ccc(C)cc1)CS(=O)(=O)C2
→ 0.9	2.8	-0.2	12.2	7.6	0.0	-9.0	-0.1	1.7	99.0
